Screening results (PubChem BioAssay)
ADAM17 inh: ADAM17 inhibitors, primary screen, biochemical, QFRET | Disintegrin and metalloproteinase domain-containing protein 17 (Homo sapiens), P78536 | recombinant ADAM17, EDANS/DABCYL FRET peptide cleavage | inhibition, % at 6.95 µM | 370,000 compounds, 0.83% hits | AID 720648, 2013;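 active means inhibition above the mean of compounds lying between control limits plus 3 SD, set per campaign, cut at about 8.5% in these data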;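 further: 0% = DMSO-only wells as the low control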
LEDGF integ inh: blockers of LEDGF/p75-dependent integrase strand transfer – biochemical, TR-FRET, high throughput, primary screen; 370,000 compounds, 0.64% hits; inhibition, % at 3.7 µM; TR-FRET IN-LEDGF/p75 DNA integration, Eu/Cy5;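 active means inhibition above the screen-wide mean plus 3 SD, cut at about 13% in these data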;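 further: signal is the Cy5 over europium emission ratio at 671 and 618 nm; 0% = plate median of compound wells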
PLCg1 inh: PLC-gamma1 enzyme inhibitors, primary screen, biochemical, fluorescence, purified enzyme; AID 720700, 2013; 1-phosphatidylinositol 4,5-bisphosphate phosphodiesterase gamma-1 (Homo sapiens), P19174; inhibition, % at 12.2 µM; fluorogenic substrate; 370,000 compounds, 0.84% hits; in the data active means inhibition above about 9.5%
ASAP1 inh: inhibitors of human ASAP1 ArfGAP activity, primary screen, biochemical, fluorescence polarization. Arf-GAP with SH3 domain, ANK repeat and PH domain-containing protein 1 (Homo sapiens), …. ASAP1-stimulated ARF1 GTP hydrolysis, GDP FP detection. inhibition, % at 16.5 µM. 360,000 compounds, 0.19% hits; in the data active means inhibition above about 25%;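 further: 0% = vehicle with enzyme and substrate and 100% = no enzyme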
ADAM10 inh: human ADAM10 inhibitors, primary screen, biochemical, QFRET, HTS. Disintegrin and metalloproteinase domain-containing protein 10 (Homo sapiens), O14672. recombinant ADAM10, EDANS/DABCYL FRET peptide cleavage, 3 h. inhibition, % at 7 µM. 370,000 compounds, 0.62% hits;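 active means inhibition above a per-campaign cutoff equal to the mean of compounds falling between control-based bounds plus 3 SD, cut at about 20% in these data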;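 further: 0% = DMSO wells while the 100% control is not disclosed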
Target sequence (O14672 214-748 limits assumed): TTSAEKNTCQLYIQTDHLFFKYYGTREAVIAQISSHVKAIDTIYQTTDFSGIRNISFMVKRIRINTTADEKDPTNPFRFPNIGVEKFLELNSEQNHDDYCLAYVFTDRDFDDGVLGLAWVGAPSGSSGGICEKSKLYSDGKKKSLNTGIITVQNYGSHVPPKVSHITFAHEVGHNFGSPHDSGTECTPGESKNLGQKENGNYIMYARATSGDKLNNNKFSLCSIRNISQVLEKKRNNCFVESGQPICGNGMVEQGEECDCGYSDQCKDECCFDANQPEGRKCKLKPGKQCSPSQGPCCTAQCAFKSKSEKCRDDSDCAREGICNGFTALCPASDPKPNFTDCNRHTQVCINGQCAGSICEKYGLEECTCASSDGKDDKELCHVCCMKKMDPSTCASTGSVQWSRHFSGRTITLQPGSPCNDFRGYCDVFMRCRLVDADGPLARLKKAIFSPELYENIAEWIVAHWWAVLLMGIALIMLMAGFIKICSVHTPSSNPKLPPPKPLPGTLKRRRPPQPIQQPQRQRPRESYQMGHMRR
Tn7 DDE FP: inhibitors of Tn7 peptide binding to fibrin DD(E), primary screen, biochemical, fluorescence polarization, human fibrin, Tn7 probe. FP displacement of FITC-Tn7 peptide from fibrin DD(E); 0% = median of compound wells per plate. inhibition, % at 8.3 µM. 370,000 compounds, 0.13% hits;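 active means inhibition above the mean of compounds falling within the control limits plus 3 SD of them, cut at about 14% in these data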;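 further: 0% = plate median of compound wells and 100% = 10 µM Aha-Tn7 peptide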
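Test system: human clot-derived fibrin DD(E) complex / Quantity: 2 µM final DD(E) protein / Incubation: 10 min plus 3 h, room temperature / Measured by: fluorescence polarization / Benchmarks: high control of 10 µM Aha-Tn7 peptide / Replicates: singlicate testing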
TDP2 absorb: human TDP2 enzyme inhibitors, primary screen, biochemical, epi absorbance, recombinant enzyme | Tyrosyl-DNA phosphodiesterase 2 (Homo sapiens), O95551 | 370,000 compounds, 0.34% hits | AID 720702, 2013 | inhibition, % at 12.8 µM | T5PNP hydrolysis, p-nitrophenol absorbance 415 nm;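 active means inhibition above the mean of all tested compounds plus 3 SD, set per campaign, cut at about 25% in these data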;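 further: 0% = DMSO with enzyme and 100% = buffer with substrate but no TDP2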
Target sequence (O95551 whole entry, looked up): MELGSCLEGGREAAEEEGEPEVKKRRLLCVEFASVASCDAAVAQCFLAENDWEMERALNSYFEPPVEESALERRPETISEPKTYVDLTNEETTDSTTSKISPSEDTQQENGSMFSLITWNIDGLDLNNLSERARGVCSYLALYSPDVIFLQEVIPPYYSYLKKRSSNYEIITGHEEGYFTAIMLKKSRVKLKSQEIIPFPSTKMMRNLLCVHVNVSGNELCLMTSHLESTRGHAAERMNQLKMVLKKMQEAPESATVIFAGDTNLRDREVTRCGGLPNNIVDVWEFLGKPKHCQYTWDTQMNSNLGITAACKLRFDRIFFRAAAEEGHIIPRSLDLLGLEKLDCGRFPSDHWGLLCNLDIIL
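System – recombinant human TDP2 · Amount – 120 nM TDP2 per well · Buffer or medium – Mg2+-containing Tris-HCl buffer, pH 7.5 · Reagent – T5PNP substrate, 5 mM · Dosing – 12.8 µM single point, 1% DMSO · Incubation – 2 h at 37 °C · Measured by – epi absorbance · Read-out basis – percent inhibition · Benchmarks – high control without enzyme, low control DMSO plus TDP2 · Repeats – singlicate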
ARFGAP1 inhibitor: inhibitors of rat ARFGAP1 GAP activity, primary screen, biochemical, fluorescence polarization, GDP tracer; inhibition, % at 16.5 µM; AID 651572, 2012; Arfgap1-stimulated ARF1 GTP hydrolysis, GDP FP detection; ADP-ribosylation factor GTPase-activating protein 1 (Rattus norvegicus), Q62848; 360,000 compounds, 0.26% hits;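 active means inhibition above a per-plate limit, mean inhibition of low control wells plus 3 SD, cut at about 25% in these data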;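 further: 0% = DMSO wells with enzyme and 100% = wells lacking Arfgap1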
Target sequence (Q62848 1-136 limits assumed): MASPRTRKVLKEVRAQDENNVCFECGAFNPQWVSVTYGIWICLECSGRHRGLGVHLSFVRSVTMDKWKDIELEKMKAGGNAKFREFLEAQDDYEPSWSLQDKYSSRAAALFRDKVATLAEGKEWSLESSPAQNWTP
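System: truncated rat Arfgap1 GAP domain / Medium: HEPES-based buffer, pH 7.5 / Also added: N-terminally truncated human ARF1-GTP substrate / Incubation: enzyme reaction 120 min at 25 °C after 20 min preincubation / Measured by: FP of antibody-bound GDP Alexa 633 tracer, ex 620/em 688 nm / Replicates: singlicate, each compound tested once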
proKLK7 act: proKLK7 zymogen activators, primary screen, biochemical, fluorescence intensity | 370,000 compounds, 0.9% hits | purified proKLK7, EDANS-DABCYL substrate fluorescence; 100% is mature enzyme control, 0% vehicle | Kallikrein-7 (Homo sapiens), P49862 | activation, % at 7 µM;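 active means activation above the mean of all tested compounds plus 3 SD, computed per campaign excluding outliers beyond control limits, cut at about 13% in these data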
DDE Tn6 FP inh: inhibitors of Tn6 peptide binding to fibrin DD(E), primary screen, biochemical, fluorescence polarization, human fibrin, Tn6 probe. inhibition, % at 8.3 µM. Fibrinogen beta chain (Homo sapiens), P02675. 370,000 compounds, 0.21% hits. AID 720509, 2013. Fibrin DD(E) TRITC-Tn6 fluorescence polarization displacement;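 active means inhibition above a per-campaign cutoff: mean of compounds within control limits plus 3 SD, cut at about 15% in these data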;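 further: 0% = median of all compound wells on the plate and 100% = blocking peptide control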
Starred values were filed as active, the others as inactive; i = inactive; nt = not tested or not shown.

Sequence of screens: ADAM17 inh, LEDGF integ inh, PLCg1 inh, ASAP1 inh, ADAM10 inh, Tn7 DDE FP, TDP2 absorb, ARFGAP1 inhibitor, proKLK7 act, DDE Tn6 FP inh
CSC[C@H](NC(=O)COc1cc2c(c3oc(=O)c(C)c(C)c13)CCC(C)(C)O2)C(=O)O
→ i, 3, i, 6, i, -4, -13, 6, 60*, 4
C[C@@H]1CN([C@@H](C)CO)C(=O)c2cc(Br)cnc2O[C@@H]1CN(C)S(=O)(=O)c1ccc(F)cc1
→ -1, 3, 3, 7, -5, 4, 3, 10, 0.2, -6
COc1ccc(CCNS(=O)(=O)c2cc(/C=C/C(=O)O)ccc2C)cc1OC
→ -4, -6, -1, 4, -9, 3, -2, 7, -0.1, -7
Cn1c(COc2ccccc2)nnc1SCC(=O)Nc1nnc(C2CC2)s1
→ -2, 2, -1, -4, -9, 1, 4, -14, -0.3, -1
Cc1ccc(-n2c(SCC(N)=O)nnc2-c2cnccn2)cc1
→ 0, 0, -1, -5, -3, 4, -5, 7, 0.3, -3
Cc1nn(C)c(C)c1NC(=O)COc1ccc(F)cc1Br
→ 3, 1, 2, 3, -7, -8, -4, 5, 0.2, 1
NC(=O)COC(=O)c1ccc(Oc2ccccc2)cc1
→ -2, 2, 1, -15, -2, 4, 10, -9, -0.1, 0
NS(=O)(=O)c1ccc(CCNC(=O)CSc2nc3ccsc3c(=O)n2CC2CCC(C(=O)O)CC2)cc1 (configuration not stated)
→ 0, 0, 5, 3, -3, -5, 0, 0, -0.7, 1
COc1ccc(-c2ccnc3nc(N4CCOCC4)nn23)cc1
→ -439, -1, i, -2, i, -2, -7, 0, 44*, 9
CCc1nnc(NC(=O)CSc2nnc(-c3ccncc3)n2C)s1
→ 2, 2, 5, 4, -14, 2, -8, 12, -0.3, 6
CCOC(=O)c1c(C(=O)OCC)c(C)n(N2C(=O)CSC2=S)c1C
→ -5, 1, -11, -8, 0, 0, -2, -10, 0.5, 7
COc1ccc(N2CCN(C(CNC(=O)c3ccco3)c3ccco3)CC2)cc1 (configuration not stated)
→ -3, -4, -2, -1, -13, 5, -15, 14, 0.3, -3
Nc1nc2c(ncn2[C@@H]2O[C@H](CNC(=O)[C@H](N)Cc3ccccc3)[C@@H](O)[C@H]2O)c(=O)[nH]1
→ -3, 0, 0, 10, -3, -7, 2, 18, 0.4, -3
c1cncc(Oc2cccc(Oc3cccnc3)c2)c1
→ 0, -7, 2, 5, 1, -2, -9, -9, 0.4, 1
O=C(COC(=O)c1cc(Br)c(Br)s1)NCCC1=CCCCC1
→ 0, 3, 4, -14, 1, 5, -16, 7, -0.1, 3
Cc1ccc(C(O)Cn2nc(C)cc2C)cc1 (configuration not stated)
→ -6, 2, -3, 6, -6, 2, 3, -9, 0.0, 5
CCOc1ccc(C(=O)Nc2cccc3ncccc23)cc1Br
→ 2, 3, -1, 2, 7, 1, -1, -1, 0.5, 4
COc1ccc(OC)c(Nc2nc(N)nc(CCl)n2)c1
→ -2, -3, 3, -7, 2, -6, -7, 10, 0.2, 5
O=C(C=Cc1cccc(Cl)c1)c1ccccc1
→ 2, 7, 6, 2, 1, -2, -8, -12, 0.6, 6
C=CCN(c1ccccc1C(=O)O)S(=O)(=O)/C=C/c1ccccc1
→ -5, -3, -1, -10, -8, -8, -2, 7, 0.1, -1
O=C(CSc1nnc(-c2ccccc2)n1-c1ccc(Cl)cc1)NNC(=S)Nc1ccccc1
→ -5, 1, 0, 6, -1, 1, 5, 11, 0.0, -4
Cc1c(/C=N/NC(=O)c2ccc(O)cc2)c2ccccn2c1C(=O)c1ccc(F)cc1
→ -3, -1, -32, -5, -2, 9, 6, -2, -0.9, -1
COc1ccc(C(=O)Nc2ccncc2)cc1S(=O)(=O)N1CCOCC1
→ 0, -3, 2, -4, -10, 1, 10, -13, -0.6, -3
Cc1ccc(C(=O)NC(=S)NCc2cccnc2)c(C)c1
→ -2, -1, 0, -3, 1, 3, 14, -14, -0.2, 1
O=C(N/N=C/c1ccc([N+](=O)[O-])cc1)c1cc(-c2ccc3c(c2)OCO3)n[nH]1
→ 0, 1, 5, -1, 5, 12, -2, 11, 0.1, -4
COc1ccccc1CNC(=O)c1ccc(CS(=O)(=O)c2ccccc2)o1
→ 1, -3, -1, -12, -8, 11, -1, -2, -0.2, -3
O=C(COc1ccccc1[N+](=O)[O-])NNC(=O)Nc1cccc2ccccc12
→ -26, -4, -29, 5, -80, -2, -1, -8, -4.1, -3
Cc1sc(NC(=O)CSc2nnc(N)s2)c(C#N)c1C
→ -1, -1, 1, -4, -11, -10, -3, 18, -0.2, -2
O=C1c2ccccc2C(Nc2ccc(S(=O)(=O)N3CCCCCC3)cc2)N1c1ccccn1 (configuration not stated)
→ -1, -1, -1, -8, -4, 3, 5, -2, 0.1, 3
O=C(COc1cccc(-n2cnnn2)c1)Nc1ccc([N+](=O)[O-])cc1
→ 4, 0, 0, 2, 3, 2, 1, 2, 0.6, -3

3 entries already listed, sorted by length of the SMILES, highest first:
Sequence of screens: ADAM17 inh, LEDGF integ inh, PLCg1 inh, ASAP1 inh, ADAM10 inh, Tn7 DDE FP, TDP2 absorb, ARFGAP1 inhibitor, proKLK7 act, DDE Tn6 FP inh
Cc1c(/C=N/NC(=O)c2ccc(O)cc2)c2ccccn2c1C(=O)c1ccc(F)cc1
→ -3, -1, -32, -5, -2, 9, 6, -2, -0.9, -1
O=C(COc1cccc(-n2cnnn2)c1)Nc1ccc([N+](=O)[O-])cc1
→ 4, 0, 0, 2, 3, 2, 1, 2, 0.6, -3
COc1ccc(C(=O)Nc2ccncc2)cc1S(=O)(=O)N1CCOCC1
→ 0, -3, 2, -4, -10, 1, 10, -13, -0.6, -3

Additional entries:
Sequence of screens: ADAM17 inh, LEDGF integ inh, PLCg1 inh, ASAP1 inh, ADAM10 inh, Tn7 DDE FP, TDP2 absorb, ARFGAP1 inhibitor, proKLK7 act, DDE Tn6 FP inh
O=C(NNC(=O)c1ccc(Oc2cc(Cl)cc(Cl)c2)o1)c1ccccc1
→ -3, -2, -1, 0, 2, 8, -1, -3, 0.6, -1
O=C(c1ccc(Cl)cc1)N1CCC(=O)N(C(CO)Cc2ccccc2)CC1 (configuration not stated)
→ -7, 1, 2, 8, 2, 5, 2, -18, 0.6, -8
CC(c1ccc(C(C)(C)C)cc1)S(=O)CC(O)CO (configuration not stated)
→ 0, -3, 2, -2, 2, 4, 4, 3, -0.5, -3
CCCC(=O)N1CCCC1(C)C(=O)NCCc1ccccn1 (configuration not stated)
→ -1, 0, 0, -8, -9, -2, 1, 4, 0.1, 0
COc1ccc(/C=N/NC(=O)c2cccc(C(=O)N/N=C/c3ccc(OC)c(OC)c3)n2)cc1OC
→ -28, 2, -40, 10, -70, 2, 9, -8, -61, -4
O=C(C[C@H]1C/C=C\CC[C@@H](Cc2ccc(F)cc2)C(=O)OCCNC1=O)NCCO
→ -5, 2, -1, -4, -5, -4, 5, 10, -0.2, 9
C=CCN(C(=O)CNC(=O)c1ccco1)C(C(=O)NC1CCCC1)c1cccs1 (configuration not stated)
→ -5, -6, 1, -4, -11, 3, -13, 9, -0.1, 3
CN(C(=O)c1ccccc1)c1ccccc1C(=O)NCCc1ccccc1
→ -4, 6, 6, -13, -1, -1, -5, 6, 0.1, 2
CN(C)S(=O)(=O)c1ccc(N2CCCC2)c(C(=O)NCc2cccc(C(F)(F)F)c2)c1
→ -3, -4, -1, 7, -12, 5, -4, 6, -0.4, 11
C/C(=N\NC(=O)Cn1nnc2ccccc21)c1ccco1
→ 1, -5, 2, 6, 2, -4, 9, -7, -0.1, 1
CCOC(=O)CC[C@H]1CC[C@]2(CCCN(S(=O)(=O)c3ccccc3)C2)O1
→ -2, -1, 0, nt, -7, 5, 1, nt, 0.0, 5
COC(=O)C(NC(C)=O)(Nc1ccccc1)C(=O)OC
→ 1, -3, 0, -1, -8, -5, -12, -4, 0.6, 1
O=C1CC(c2ccc(F)cc2)Cc2nc(N3CCOCC3)ncc21 (configuration not stated)
→ -3, 3, 1, -5, 3, -4, 8, -2, -0.6, 5
Cc1ccc(CNC(=O)c2ccc(S(=O)(=O)N3CCCCC3)cc2)cc1
→ -1, 0, 8, 0, 8, -6, -10, 2, 0.5, -4
CCOC(=O)/C=C1\SCC(=O)N1CC(=O)NC12CC3CC(CC(C3)C1)C2
→ -3, 6, 0, 6, -11, 2, -6, 0, -0.1, 2
Cc1cc(NC(=O)CSc2nnc(CNC(=O)c3c(F)cccc3F)o2)no1
→ 0, -4, 1, 2, -5, 10, -5, 4, 0.1, -3
CC(C)CNc1ncnc2c1cnn2Cc1ccc(Cl)cc1
→ -1, 2, -1, 9, 4, -1, -7, 12, 0.6, -3
CCCOC(=O)C1C2C=CC(C2)C1C(=O)OCC(=O)c1ccccc1 (configuration not stated)
→ 0, 2, 2, 10, -3, 2, -2, -2, 0.4, 5
COc1cc2c(C(=O)NCc3ccccn3)cn(CC(C)C)c(=O)c2cc1OC
→ -4, 1, 0, 0, -19, 1, 3, 4, -1.0, 0
